GRIN3A LBD mod = modulators (binders) of human NR3A ligand-binding domain | Tm shift relative to glycine control, % at 25 µM | AID 1259313 | 2.5% of 340,000 active | NR3A LBD differential scanning fluorimetry, Tm shift; 0% = protein alone, 100% = glycine-bound protein;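 active = melting temperature shift of at least 10% of the positive control shift, at one fixed dose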
hIAP block = human IAP inhibition; AID 2544; P09923; 0.12% of 330,000 active; purified IAP, CDP-Star luminescence, 30 min; inhibition, % at 10 µM;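 active = inhibition reaching a set limit with compound at 10 µM in the primary screen, cut at about 35% in these data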;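 also: plate controls were DMSO wells with enzyme for no effect and no-enzyme buffer wells for full effect; values of inactives mirror those of a sister screen read the other way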
Target sequence (P09923 whole entry, looked up): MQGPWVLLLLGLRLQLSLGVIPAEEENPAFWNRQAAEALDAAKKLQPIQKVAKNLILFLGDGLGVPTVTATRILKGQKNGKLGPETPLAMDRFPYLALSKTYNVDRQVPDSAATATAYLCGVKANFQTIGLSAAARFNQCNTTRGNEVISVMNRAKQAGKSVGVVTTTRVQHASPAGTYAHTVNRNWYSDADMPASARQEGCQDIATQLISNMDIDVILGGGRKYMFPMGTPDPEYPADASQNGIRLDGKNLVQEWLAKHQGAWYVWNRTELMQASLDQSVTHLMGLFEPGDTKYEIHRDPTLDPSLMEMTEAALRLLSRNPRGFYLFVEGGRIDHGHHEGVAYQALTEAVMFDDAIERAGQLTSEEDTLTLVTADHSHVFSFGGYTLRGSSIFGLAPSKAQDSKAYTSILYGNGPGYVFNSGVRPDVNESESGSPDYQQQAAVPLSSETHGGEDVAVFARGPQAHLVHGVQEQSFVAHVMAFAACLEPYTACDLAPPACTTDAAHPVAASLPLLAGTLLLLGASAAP
A3G deaminase = APOBEC3G (human) deaminase inhibition. inhibition, % at 20 µM. 0.28% of 330,000 active. recombinant A3G, ssDNA deamination FAM/TAMRA fluorescence. Q9HC16. AID 493012;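 active = inhibition of at least 40% at 20 µM, with no more than 30% in the related APOBEC3A deaminase screen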;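 also: plate controls were DMSO wells with A3G for no effect and wells lacking A3G enzyme for full effect; some compounds called inactive have numbers as strong as hits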
Target sequence (Q9HC16 whole entry, looked up): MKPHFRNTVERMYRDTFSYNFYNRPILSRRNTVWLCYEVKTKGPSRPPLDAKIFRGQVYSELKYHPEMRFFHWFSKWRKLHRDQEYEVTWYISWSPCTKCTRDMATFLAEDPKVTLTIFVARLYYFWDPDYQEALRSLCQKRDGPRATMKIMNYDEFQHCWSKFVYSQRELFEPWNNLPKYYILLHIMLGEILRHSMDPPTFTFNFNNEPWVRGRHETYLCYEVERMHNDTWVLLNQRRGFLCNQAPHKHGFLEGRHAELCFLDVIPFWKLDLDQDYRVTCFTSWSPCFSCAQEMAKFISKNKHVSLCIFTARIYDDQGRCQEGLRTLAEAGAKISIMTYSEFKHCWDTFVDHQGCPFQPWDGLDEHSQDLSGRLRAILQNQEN
MIN6 prolif = MIN6 beta-cell proliferation induction | AID 2380 | 0.29% of 330,000 active | MIN6 cells proliferation, ATPlite luminescence, 48 h; cells starved in 0.2% serum; 100% = growth in 10% serum | proliferation, % at 10 µM;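 active = compounds whose signal lies at least 3.5 SD above the mean of all wells on their plate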;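 also: 0% = DMSO-treated cells in low-serum medium and 100% = 10% serum control; some compounds called inactive have numbers as strong as hits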
MPTP block = inhibitors of mitochondrial permeability transition pore; 1.4% of 360,000 active; inhibition, % at 10 µM; isolated mouse mitochondria, Ca2+ swelling absorbance, 30 min;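 active = inhibition of 50% or more, scaled per plate between neutral and stimulator controls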;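 also: 0% = DMSO wells given calcium and 100% = 1 mM EGTA wells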
hIAP activ = human IAP activation; P09923; purified human IAP, CDP-Star luminescence, 30 min; stronger effect = higher value; 1 = vehicle-only enzyme, 0 = enzyme-free background; activation factor at 10 µM; 0.16% of 330,000 active; AID 2524;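 active = activation factor of the enzyme at least 2-fold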; also: the source names both 10 and 20 µM as test concentration; values of inactives mirror those of a sister screen read the other way
mIAP activ = mouse IAP activation; muIAP, CDP-Star luminescence, 30 min; stronger effect = higher value; 1 = vehicle-only enzyme signal, 0 = enzyme-free wells; activation factor at 10 µM; 0.24% of 330,000 active; AID 2805;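 active = activation factor of at least 2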; also: the source names both 10 and 20 µM as test concentration; values of inactives mirror those of a sister screen read the other way
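Assay system: mouse IAP enzyme; Reagent: CDP-Star chemiluminescent phosphatase substrate; Compound: DMSO-dissolved test compounds; Incubation: 30 min, room temperature; Technique: luminescence from enzymatic CDP-Star hydrolysis; Controls: DMSO-only wells and no-enzyme negative control.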
A3A deaminase = blocks human APOBEC3A ssDNA deamination. AID 493011. 0.41% of 330,000 active. recombinant A3A, FAM/TAMRA ssDNA deamination fluorescence. inhibition, % at 20 µM;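 active = at least 40% inhibition at 20 µM here, with at most 30% in a related deaminase screen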;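 also: plate controls were A3A with DMSO for no effect and wells lacking A3A enzyme for full effect; some results filed as inactive read as strong as hits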
mIAP block = mouse IAP inhibition; inhibition, % at 10 µM; 0.2% of 330,000 active; AID 2806; purified mouse IAP, CDP-Star luminescence, 30 min;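 active = inhibition of at least 40% at 10 µM in the primary screen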;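 also: plate controls were DMSO with enzyme for no effect and no enzyme wells for full effect; values of inactives mirror those of a sister screen read the other way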
* = called active by the depositor.

Structure	hIAP activ	mIAP activ	MPTP block	MIN6 prolif	A3A deaminase	hIAP block	GRIN3A LBD mod	mIAP block	A3G deaminase
CC(Sc1ccc(Cl)cc1)C(=O)Nc1ccccc1C(=O)N1CCOCC1 (stereo unspecified)	1	1	0.9	0	3	-4	0	-3	2
CC(C)(c1ccccc1)c1ccc(OCCCN2CCNCC2)cc1	0.91	0.95	0.5	-6	1	9	-2	4	1
COc1ccc(C(=O)c2c3ccc([N+](=O)[O-])cc3[n+]([O-])n2CCCN)cc1	0.91	0.94	-1.8	-6	-1	9	3	6	-5
CCc1ccc(NC(=O)CS(=O)CC(=O)NC(C)CCc2ccco2)cc1 (stereo unspecified)	0.97	0.98	-1.8	-2	2	2	0	2	0
COc1ccc(N2C(=O)CC(N3CCN(c4ccc(S(=O)(=O)N5CCCC5)cc4)CC3)C2=O)cc1 (stereo unspecified)	1.4	1	-3.9	2	-1	-38	-1	-2	-4
O=C(COC(=O)CNC(=O)c1ccco1)Nc1ncc(Cl)cc1Cl	1.3	1.1	-1.8	-4	3	-25	1	-8	0
CCCc1ccc(C(=O)NNc2cc(Cl)ccc2Cl)cc1	0.91	1.1	16	-4	-1	9	1	-15	-4
COc1ccc(/C=N/NC(=O)c2nc(Cl)c(Cl)c(N)c2Cl)cc1COc1ccccc1F	1.1	0.96	0.6	0	1	-7	1	4	-3
CCOc1cc(CNc2cccc3[nH]c(C)nc23)ccc1OC	0.97	1	0.5	-3	-2	3	-1	0	0
CCOC(=O)CNC(=S)N(Cc1ccc(C)cc1)Cc1ccc(C)o1	0.97	1	-0.7	0	0	3	1	-2	-6
Cc1ccc(C)c(NC(=O)C2CCCC2)c1	1	1	1.9	-2	0	-3	1	-1	-8
COc1ccc(C(CCN2CCCC2)c2c(O)cc(OC)cc2OC)cc1 (stereo unspecified)	0.83	1.1	5.6	-5	-3	17	0	-5	-8
CCN(CC(=O)NCc1ccc(Cl)cc1)C(=O)CSCC(=O)Nc1ccc(OC)cc1	1	0.95	-0.1	4	-4	-3	1	5	-8
CN(CCO)CC(O)CN(c1ccccc1)c1ccccc1 (stereo unspecified)	0.99	0.98	1.0	1	-3	0	2	2	0
CCc1sc(C(=O)Nc2nccs2)cc1C	0.91	1	1.6	-3	-1	9	-1	-2	-6
CCCn1c(=O)n(C)c(=O)c2c(SCC(=O)NC34CC5CC(CC(C5)C3)C4)nc(CC(C)C)nc21	1.1	0.92	16	-6	8	-5	0	8	6
COc1ccc(Br)c(C(=O)Nc2ccc(F)cc2)c1	1.1	1.1	3.6	-1	-1	-15	1	-14	4
CCCCn1c(SCC(=O)c2ccc(OCC)cc2)nc2cc(S(N)(=O)=O)ccc21	1.3	0.96	1.7	0	-4	-28	-5	4	-11
Cc1ccc(CNC(=O)C2CCCN(Cc3cnn(-c4ccccc4)c3-n3cccc3)C2)cc1 (stereo unspecified)	0.97	1	30	-5	1	3	-4	0	-2
COc1ccc(-c2cc3nc(-c4ccccc4)cc(N4CCCC(O)C4)n3n2)cc1 (stereo unspecified)	1.2	1	1.8	-6	1	-19	-2	-2	-6

Results in A3G deaminase, GRIN3A LBD mod and mIAP block, for two of the compounds above:
Structure | A3G deaminase | GRIN3A LBD mod | mIAP block
CC(Sc1ccc(Cl)cc1)C(=O)Nc1ccccc1C(=O)N1CCOCC1 (stereo unspecified) | 2 | 0 | -3
CC(C)(c1ccccc1)c1ccc(OCCCN2CCNCC2)cc1 | 1 | -2 | 4

Next part
Structure	hIAP activ	mIAP activ	MPTP block	MIN6 prolif	A3A deaminase	hIAP block	GRIN3A LBD mod	mIAP block	A3G deaminase
COC(=O)CN(C)C(=O)c1ccc(OC2CCN(S(=O)(=O)N(C)C)CC2)cc1	1.5	1	0.5	-3	-4	-47	0	-2	-8
CCCC(C(=O)NC1CCCC1)N(C(=O)c1snc(C(N)=O)c1N)c1ccc(F)cc1 (stereo unspecified)	0.8	1.1	-1.0	-2	2	20	-2	-7	-2
Cc1cc(C)c2nc(N3CCCC(C(=O)N4CCN(c5ncccn5)CC4)C3)sc2c1 (stereo unspecified)	1	0.96	2.9	-5	3	-2	2	4	-2
CC1CCCN(C(=O)CSc2nnc(-c3ccc(S(=O)(=O)N4CCOCC4)cc3)n2C)C1 (stereo unspecified)	1.1	1.1	-1.7	0	-5	-5	-18	-10	-9
O=C(CC1SC(=Nc2ccccc2)N(CCc2c[nH]c3ccccc23)C1=O)Nc1ccccc1F (stereo unspecified)	1.1	1.1	-0.5	-5	-4	-8	21*	-7	-7
O=C(NCCc1ccccn1)C1CC(=O)N(Cc2ccccc2Cl)C1 (stereo unspecified)	1.1	1.1	4.7	-2	1	-8	-3	-9	3
Fc1ccc(-n2c(Cc3ccccc3)nnc2SCc2nc(-c3ccc(Cl)cc3)no2)cc1	1.2	1.1	0.8	-6	5	-22	0	-6	1
Cc1ccc(NS(=O)(=O)c2ccc(NC(=O)C3CC3)cc2)c(C)c1	0.64	1.1	1.4	-2	2	36*	-7	-10	8
Cc1ccc(S(=O)(=O)CCc2nc3ccccc3n2CCC#N)cc1	1.1	1	-12	0	0	-7	-2	-2	-6
CCOC(=O)CNC(=O)c1ccccc1	1.1	1.1	3.4	-4	2	-9	1	-8	1
O=C(NCc1ccc(F)cc1)c1noc2c1CCCC2	1.1	1.1	-1.4	-3	-7	-11	-3	-15	-3
CC(C)CCNC(=O)C(CC(C)C)N(Cc1ccc2c(c1)OCO2)C(=O)c1snc(C(N)=O)c1N (stereo unspecified)	0.97	0.96	-1.7	0	3	3	2	4	-14
CCC(C)(C)NC(=O)CN(C(=O)c1snc(C(N)=O)c1N)c1ccc2c(c1)OCO2	0.97	1.1	0.2	-2	3	3	1	-14	6
CCN(CC)S(=O)(=O)c1ccc(S(=O)(=O)NCc2cccs2)cc1	1	1	2.4	0	0	-4	-2	0	-4
Cc1ccc(C(=O)N2CCC3(CC2)Oc2ccc(F)cc2C(=O)C32CC(c3ccccc3)=NO2)s1 (stereo unspecified)	0.91	0.94	-0.5	-6	1	9	-1	6	0
Cc1cc(NC(=O)c2ccc(Cl)cc2)no1	1	0.95	-0.4	-4	-6	-3	3	4	-4
CC(C)(C)C1CCc2sc(-c3nnc(CCl)o3)cc2C1 (stereo unspecified)	0.96	0.84	-1.8	-6	4	4	2	16	0
CCOC(=O)c1c(C)nc2sccn12	0.8	0.9	-0.8	-1	5	20	0	10	-4
O=C(CCN1CCN(c2ccccc2)CC1)Nc1nccs1	1	0.97	-0.7	3	1	-1	-2	3	2
Cc1ccccc1CC(=O)N1CCCC(CCC(=O)N2CCN(c3ccccn3)CC2)C1 (stereo unspecified)	0.91	1	0.8	5	-3	9	-1	-1	-3
O=c1[nH]c(/C=C\c2cccc(Cl)c2)nc(O)c1[N+](=O)[O-]	0.81	1	-0.3	-4	-3	20	-1	-1	-9
Cc1ccc2nc(C)cc(N/N=C/c3cccnc3)c2c1	1	1.1	-0.1	-2	2	-4	0	-8	-3
COc1cc(OC)c(C(=O)OCC(=O)c2cc(C)n(CC3CCCO3)c2C)cc1OC (stereo unspecified)	0.92	1	1.4	0	-4	8	0	0	-14
CCS(=O)(=O)N1CCN(c2c(Cl)cccc2[N+](=O)[O-])CC1	1	0.98	-0.6	0	1	-3	0	2	0
CCOC(=O)[C@@H]1[C@H]2COc3cc(OC)ccc3[C@@H]2N2C(=O)N(c3ccc(C)cc3)C(=O)[C@@]12C	1	0.99	0.6	0	0	0	5	0	-1
O=C(CNc1ccccc1)N/N=C/c1ccc([N+](=O)[O-])cc1	0.98	0.83	-0.9	1	-1	2	-3	17	-3
COc1ccc(Br)cc1CN1CCCCCCC1	0.86	1.1	-0.9	-2	-3	14	2	-8	-6

Eleven neighbouring entries from above, quoted:
Structure	hIAP activ	mIAP activ	MPTP block	MIN6 prolif	A3A deaminase	hIAP block	GRIN3A LBD mod	mIAP block	A3G deaminase
CCN(CC)S(=O)(=O)c1ccc(S(=O)(=O)NCc2cccs2)cc1	1	1	2.4	0	0	-4	-2	0	-4
Cc1ccc(C(=O)N2CCC3(CC2)Oc2ccc(F)cc2C(=O)C32CC(c3ccccc3)=NO2)s1 (stereo unspecified)	0.91	0.94	-0.5	-6	1	9	-1	6	0
Cc1cc(NC(=O)c2ccc(Cl)cc2)no1	1	0.95	-0.4	-4	-6	-3	3	4	-4
CC(C)(C)C1CCc2sc(-c3nnc(CCl)o3)cc2C1 (stereo unspecified)	0.96	0.84	-1.8	-6	4	4	2	16	0
CCOC(=O)c1c(C)nc2sccn12	0.8	0.9	-0.8	-1	5	20	0	10	-4
O=C(CCN1CCN(c2ccccc2)CC1)Nc1nccs1	1	0.97	-0.7	3	1	-1	-2	3	2
Cc1ccccc1CC(=O)N1CCCC(CCC(=O)N2CCN(c3ccccn3)CC2)C1 (stereo unspecified)	0.91	1	0.8	5	-3	9	-1	-1	-3
O=c1[nH]c(/C=C\c2cccc(Cl)c2)nc(O)c1[N+](=O)[O-]	0.81	1	-0.3	-4	-3	20	-1	-1	-9
Cc1ccc2nc(C)cc(N/N=C/c3cccnc3)c2c1	1	1.1	-0.1	-2	2	-4	0	-8	-3
COc1cc(OC)c(C(=O)OCC(=O)c2cc(C)n(CC3CCCO3)c2C)cc1OC (stereo unspecified)	0.92	1	1.4	0	-4	8	0	0	-14
CCS(=O)(=O)N1CCN(c2c(Cl)cccc2[N+](=O)[O-])CC1	1	0.98	-0.6	0	1	-3	0	2	0

Rows were taken by chance (roughly 5% active in at least one column).
